From PubChem BioAssay
MMP13 inh – blocks human MMP13 activity; MMP-13 fTHP FRET cleavage, Mca fluorescence; inhibition, % at 4 µM; 65,000 tested, 0.07% active; AID 570;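 active = inhibition above the mean of compound-free control plate wells plus 3 SD, cut at about 14% in these data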;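 also: 0% = DMSO wells and 100% = wells with reference MMP-13 inhibitor after basal subtraction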
NADH coupling – inhibition of NAD/NADH coupling enzymes, library profiling; IC50, µM (titrated, usually from 10 µM), without a hit: at the top dose inhibition; 65,000 tested, 0.02% active; coupled PK/LDH NADH assays, four targets;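 active = single-dose screening hits from any of four coupled enzyme assays that gave an IC50 when retested across doses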;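 also: the DPM-DC format reads NADH fluorescence rather than 340 nm absorbance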
RORA act – activators of human nuclear receptor RORA | activation, % at 10 µM | P35398 | CHO-K1 Gal4-RORA LBD luciferase reporter, luminescence; percent increase over mock-subtracted basal signal | 65,000 tested, 1.5% active;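 active = activation above the mean of all tested compounds plus 3 SD, cut at about 49% in these data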;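 also: 0% = DMSO-treated RORA cells and 100% = added signal equal to DMSO minus mock-transfected cells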
tolC growth inh – growth inhibitors of E. coli BW25113 tolC mutant | OD615 | growth inhibition, % at 10 µM (by protocol) | 65,000 tested, 2.2% active | AID 573;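 active = growth inhibition at or above a cutoff equal to the mean over every tested compound plus 3 SD, cut at about 60% in these data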;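 also: growth measured after 20 h incubation at 37 °C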
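Material: E. coli BW25113 ΔtolC::kan, tolC deletion mutant strain. Measure: percent growth inhibition. Schedule: 37 °C, 20 h exposure. Doses: single-point testing at 10 µM. Signal: A615 absorbance measurement. Buffer or medium: kanamycin-containing LB broth (50 µg/mL).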
SF1 activator – SF-1 (human) activation. Q13285. CHO-K1 Gal4-SF-1 LBD luciferase reporter; % increase over DMSO SF-1-specific signal. activation, % at 10 µM. 65,000 tested, 1.9% active. AID 522;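 active = activation above the mean activation of all tested compounds plus 3 SD, cut at about 50% in these data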
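Material: Gal4–SF-1 LBD one-hybrid luciferase reporter in CHO-K1 cells | Amount: 4,000 cells per well | Compound dosing: 10 µM single point, 1% DMSO | Schedule: 20 h compound treatment, 37 °C | Measured by: SteadyLite luciferase luminescence | Evaluation: Percent activation versus DMSO | Control set: DMSO-treated SF-1-transfected cells as negative, DMSO-treated mock-transfected cells lacking SF-1 as background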
HTR1E agonist – agonists of human 5-HT1E serotonin receptor; CHO 5-HT1E Ga15 NFAT-bla reporter, FRET; 0% DMSO wells, 100% control agonist wells; activation, % at 6 µM; P28566; 65,000 tested, 0.69% active;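 active = activation above a set limit, the screen-wide mean activation plus 3 SD, cut at about 8.5% in these data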;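 also: 100% = positive control agonist at 1 µM giving full maximal response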
Target sequence (P28566 whole entry, looked up): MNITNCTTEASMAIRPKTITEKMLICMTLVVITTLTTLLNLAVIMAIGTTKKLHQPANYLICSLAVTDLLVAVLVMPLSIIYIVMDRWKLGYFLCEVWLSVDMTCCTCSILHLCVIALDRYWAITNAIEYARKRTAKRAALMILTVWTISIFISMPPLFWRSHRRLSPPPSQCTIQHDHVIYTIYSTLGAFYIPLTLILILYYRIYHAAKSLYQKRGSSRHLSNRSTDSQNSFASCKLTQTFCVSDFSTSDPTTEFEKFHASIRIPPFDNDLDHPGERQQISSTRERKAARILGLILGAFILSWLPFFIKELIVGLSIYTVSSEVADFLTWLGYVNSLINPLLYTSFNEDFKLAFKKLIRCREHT
5-HT1A blocker – antagonists of human 5-HT1a serotonin receptor; inhibition, % at 10 µM; 62,000 tested, 0.68% active; CHO 5-HT1a Ga15 NFAT-bla reporter, antagonist mode;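 active = inhibition above the mean of all tested compounds plus 3 SD, cut at about 43% in these data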;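 also: receptor stimulated by 5-CT agonist at 100 nM near EC80; beta-lactamase reporter measured by ratiometric fluorescence of a cleavable substrate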
Target sequence (P08908 whole entry, looked up): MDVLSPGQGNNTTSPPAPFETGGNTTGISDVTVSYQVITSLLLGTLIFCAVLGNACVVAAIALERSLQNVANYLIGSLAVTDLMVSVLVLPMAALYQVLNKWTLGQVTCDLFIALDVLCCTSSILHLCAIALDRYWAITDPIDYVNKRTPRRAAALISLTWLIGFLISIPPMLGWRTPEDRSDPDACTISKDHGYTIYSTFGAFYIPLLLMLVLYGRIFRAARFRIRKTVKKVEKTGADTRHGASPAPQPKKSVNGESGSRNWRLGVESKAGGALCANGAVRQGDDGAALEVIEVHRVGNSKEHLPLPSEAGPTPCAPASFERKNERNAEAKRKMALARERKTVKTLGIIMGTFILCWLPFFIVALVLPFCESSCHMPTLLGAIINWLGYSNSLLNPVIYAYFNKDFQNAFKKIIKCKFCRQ
HTR1E antagonist – antagonists of human 5-HT1E serotonin receptor; P28566; CHO 5-HT1E Ga15 NFAT-bla reporter, FRET, antagonist; inhibition, % at 6 µM; 65,000 tested, 0.99% active; AID 571;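 active = inhibition above a set limit, the mean inhibition across every tested compound plus 3 SD, cut at about 29% in these data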;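 also: signal is the 460 over 535 nm emission ratio of beta-lactamase substrate; 0% = agonist plus DMSO wells and 100% = wells without agonist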
5HT1a ag – 5-HT1a (human) receptor agonism. activation, % at 10 µM. AID 567. P08908. CHO 5-HT1a Ga15 NFAT-bla reporter, FRET ratio; 0% basal, 100% maximal reference agonist. 65,000 tested, 0.56% active;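 active = activation above the screen-wide mean activation plus 3 SD, cut at about 19% in these data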;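 also: 0% = DMSO wells and 100% = 5-CT at EC100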
Starred values were filed as active, the others as inactive; nt = not tested or not shown; [ ] = remark or other dose. Random draw from the library; about 7.2% have a hit in one of these screens.

entry	Compound	MMP13 inh	NADH coupling	RORA act	tolC growth inh	SF1 activator	HTR1E agonist	5-HT1A blocker	HTR1E antagonist	5HT1a ag
1	Cc1cc(NC(c2cccnc2)c2c(C)[nH]c3ccccc23)no1 (centres undefined)	4	1%	16	7	-11	0.1	-1	5	-1.4
2	O=C(CCCN1C(=O)c2ccccc2C1=O)NCCC1=CCCCC1	0	6%	12	10	0	0.0	-1	-6	-1.2
3	CCCn1cc(C(CC(=O)O)C(=O)O)c2ccccc21 (centres undefined)	-4	3%	9	1	2	-0.4	9	9	-1.4
4	O=C(CSc1ncn[nH]1)c1ccccc1	-2	11%	18	-17	-10	-0.3	8	8	-1.8
5	N#CCCN(CCC#N)c1nnc(-c2ccccc2)s1	-1	1%	-8	16	-3	-0.3	nt	-15	-2.1
6	Cc1[nH]nc2c1C(C1CC=CCC1)C(C#N)=C(N)O2 (centres undefined)	2	4%	2	7	-1	-0.1	13	5	-4.6
7	COc1ccc(C(=O)OC(C)CN2CCN(C)CC2)cc1OC (centres undefined)	0	3%	-14	7	4	0.5	nt	-3	-1.1
8	Cc1ccccc1-n1c(-c2cccnc2)n[nH]c1=S	-6	2%	-33	-11	-6	-0.1	-3	6	-0.6
9	Cc1cc(/C=N/n2cnnc2)c(C)n1-c1cccc(Cl)c1	3	12%	-4	5	10	-0.7	-1	-3	-0.9
10	CCc1cc(-c2n[nH]c(C)c2-c2nc3ccccc3n2C)c(O)c(CN2CCN(C)CC2)c1O	-3	5%	26	-5	-8	0.5	-1	-2	-0.8
11	COc1cc(NC(=O)C2CCCCC2)c(OC)cc1NC(=O)c1ccco1	10	6%	-11	-5	-4	0.5	-7	-13	-3.4
12	Cc1ccc(S(=O)(=O)N2CCN(c3nc(C(C)C)c4c(c3C#N)CC(C)(C)OC4)CC2)cc1	-13	5%	-39	17	-8	0.8	nt	20	3.6
13	CC1(C)Cc2noc(N)c2C(C)(C)N1OC(=O)c1ccccc1	-4	3%	-4	4	-11	-1.3	6	11	-1.9
14	COC(=O)C1=C(N)Oc2cc(C)n(CC3CCCO3)c(=O)c2C1c1ccc(Cl)cc1 (centres undefined)	1	7%	-8	39	-16	1.4	15	-12	0.2
15	COCCCN1C(=O)C(=O)/C(=C(/O)c2ccc(OC(C)C)c(C)c2)C1c1ccncc1 (centres undefined)	-2	11%	11	-9	-1	0.6	-11	2	-0.5
16	Cc1cccc(C)c1NC(=O)C1(N2CCN(C(=O)c3ccco3)CC2)CCCCC1	-2	5%	-5	-2	-5	0.2	-13	-4	0.0
17	CCC(C)NC(=O)c1cc(-c2ccc(OC)cc2)on1 (centres undefined)	-10	1%	60*	1	43	0.2	-4	0	0.3
18	CCN1CCN(C(=O)c2ccc3c(=O)n(Cc4ccccc4OC)c(=S)[nH]c3c2)CC1	4	4%	10	-2	-4	0.5	-9	-8	2.3
19	CCCCC(=O)Nc1cc2nn(-c3ccc(OC)cc3)nc2cc1C	-78[fluorescence artefact?]	13%[fluoresces]	6	-15	28	-0.1	-2	-7	-4.2
20	CCN(CC)S(=O)(=O)c1ccc(Cl)c(C(=O)NC2CCCC2)c1	9	0%	-13	-5	-6	-0.7	9	6	-1.1
21	O=C(CNC1C(=O)Nc2ccccc21)Sc1ccccc1 (centres undefined)	0	2%	-8	12	0	0.9	nt	14	1.6
22	O=C(O)C(CCCCN1C(=O)C2C3C=CC(C3)C2C1=O)N1C(=O)C2C3C=CC(C3)C2C1=O (centres undefined)	3	5%	3	-15	-18	1.8	4	-6	-0.6
23	CCc1ncc(C(O)c2cccc(OC)c2OC)n1C (centres undefined)	0	2%	-10	-27	8	0.1	9	-3	-0.1
24	COc1ccc(C(=O)Nc2nc(N)n(-c3ccccc3)n2)cc1OC	2	2%	-14	19	-3	0.5	nt	0	-0.4
25	Cc1c(NC2=C(Cl)C(=O)N(c3ccccc3)C2=O)c(=O)n(-c2ccccc2)n1C	2	6%	2	-5	-7	1.0	8	9	1.2
26	c1nc(N2CCC3(CC2)OCCO3)c2[nH]cnc2n1	0	7%	-4	-28	7	-0.5	-8	-6	-0.7
27	CCCOc1ccccc1C(=O)N(Cc1ccco1)C1CCS(=O)(=O)C1 (centres undefined)	1	5%	-14	-10	-4	0.7	-1	-12	0.5
28	COc1ccc(C2C(C(=O)NCc3ccccn3)c3cc(OC)c(OC)cc3C(=O)N2C)cc1 (centres undefined)	9	3%	1	0	-1	0.1	0	6	-1.8
29	COc1ccc(NC(=O)CSc2nnc(-c3ccccc3C)n2N)cc1	2	15%	-16	-4	6	1.3	-3	1	0.7
30	CCOC(=O)c1cc(-c2cc3ccccc3o2)nc2c1c(=O)[nH]c(=O)n2CCOC	-79[fluorescence artefact?]	9%[fluoresces]	-5	6	-3	0.1	-3	-12	-4.7
31	CCc1nc(SCC(=O)NCC2CCCO2)c2oc3ccccc3c2n1 (centres undefined)	-2	2%	0	13	8	0.7	8	26	5.1
32	COC1Cc2ccccc2N(C(=O)N2CCN(CCO)CC2)c2ccccc21 (centres undefined)	2	2%	-12	-13	0	-1.1	-4	9	-2.5
33	Cc1ccnc2nc(C(=O)NC3=NCCS3)nn12	4	5%	-24	-13	1	-0.2	-10	18	-1.1
34	Cc1cc(C)n(-c2nnc(C)c(=O)[nH]2)n1	2	10%	11	-13	0	0.7	-4	-8	-1.6
35	c1ccc2sc(SN3CCOCC3)nc2c1	1	9%	6	9	-1	-0.8	-15	-11	-0.6
36	CC1=CC(C)(C)N2C(=O)C3(C(C#N)=C(N)Oc4cc(C)oc(=O)c43)c3cccc1c32 (centres undefined)	-2	1%	-10	11	1	-0.4	23	13	-1.9
37	COc1ccc(Oc2nc(Oc3ccc(OC)cc3)nc(Oc3ccc(OC)cc3)n2)cc1	6	2%	-5	10	14	-0.1	3	13	-0.5
38	O=c1cc(-c2c(F)c(F)c(F)c(F)c2F)oc2c(F)c(F)c(F)c(F)c12	1	7%	-84	2	-46	-1.6	99*	102*	-9.6
39	COc1ccc(CN2C(=O)c3cccnc3C2Nc2cc(Cl)ccc2OC)cc1 (centres undefined)	-2	17%	-9	10	6	-0.3	0	9	-0.1
40	COc1cccc(NC(=O)c2cccc(OC)c2OC)c1	4	1%	38	1	31	-0.6	6	-5	-3.2
41	COC(=O)c1[nH]c2cc(OC)ccc2c1NC(=O)CCN1CCN(c2cccc(C)c2C)CC1	-13	5%	2	30	-2	6.1	-291	-18	0.9
42	CC1=NC(C(F)(F)F)(C(F)(F)F)C(C#N)=C(C)N1	3	2%	-14	-8	-2	-0.9	-8	7	-3.7
43	Cc1c(NC(=O)c2ccc(F)cc2)c(=O)n(-c2ccccc2)n1C	6	3%	0	-9	2	-0.2	-2	0	0.9
44	Cc1ccc(CCN2CC(C(=O)NCCN3CCCCCC3)CC2=O)cc1 (centres undefined)	5	9%	-6	-29	-10	-1.6	5	8	-3.4
45	c1ccc(N2CCN(c3nnnn3-c3ccccc3)CC2)cc1	-2	5%	9	1	10	0.6	-4	1	0.1
46	COC(=O)c1c(-c2cccc(C)c2)csc1N	2	2%	-2	29	6	-0.4	10	6	0.0
47	COc1ccc(OC)c2sc(NC(=O)c3ccc(Cl)s3)nc12	-6	11%	-10	-21	8	1.8	8	-9	-1.0
48	CCOc1ccccc1N(C)C(=O)C1CCN(S(=O)(=O)c2cccc3nonc23)CC1	4	2%	11	2	-6	-0.2	-18	-3	0.1
49	O=C(CSCC(=O)N1CCCCC1)OCC(=O)c1c[nH]c2ccccc12	-6	5%	-7	3	25	-0.6	25	-8	1.0
50	COc1ccc(-c2cc(C(F)(F)F)n3nc(C(=O)NCc4ccco4)cc3n2)cc1	-140[fluorescence artefact?]	0%[fluoresces]	11	6	-19	2.3	-6	-16	7.3

Other structures
entry	Compound	MMP13 inh	NADH coupling	RORA act	tolC growth inh	SF1 activator	HTR1E agonist	5-HT1A blocker	HTR1E antagonist	5HT1a ag
51	COc1ccc2c(c1)C(=O)N(c1ccccc1OC)C(=O)C2	2	2%	11	10	10	0.7	-12	2	-1.1
52	C/C=C(\C)CN1CCc2cc(OC)c(OC)cc2C1	0	0%	10	-11	-11	2.2	7	-6	-1.1
53	Cc1ccc(CS(=O)(=O)CCC(=O)NCc2ccccn2)cc1	0	10%	-18	-8	1	-0.1	-13	-3	-2.4
54	COc1ccc(-n2nnnc2Sc2ccc(S(=O)(=O)N3CCOCC3)cn2)cc1	0	9%	-15	-2	-1	-0.3	-8	-6	-2.1
55	Cc1c(C)n(C(=O)CN2CCC(C(N)=O)CC2)c2ccccc12	2	9%	20	0	-10	-0.4	-2	-2	-0.4
56	Cc1ccccc1S(=O)(=O)Cc1ccc(C(=O)N2CC(C)CC(C)C2)o1 (centres undefined)	-2	3%	22	19	4	0.7	-1	-2	-0.6
57	COc1ccc(C)cc1NS(=O)(=O)c1cn(C)c(=O)n(C)c1=O	6	8%	7	-17	-1	-0.4	-9	0	0.6
58	COc1cc2c(cc1OC)-c1cc(NC3CCCCCCC3)nc(=O)n1CC2	-12	11%	4	56	8	0.2	29	52*	1.6
59	COc1nc(NC(C)(C)C)nc(Oc2ccc(=O)n(-c3ccccc3)n2)n1	7	8%	-12	-3	-2	0.0	-2	4	-2.1
60	COc1cccc(NC(=O)NCCCN2CCN(c3ccc(F)cc3)CC2)c1	-6	0%	-16	1	-3	-0.2	16	14	-2.8
61	c1ccc(-c2ncnc3nc4n(c23)CCC4)cc1	-3	1%	4	-11	-4	-0.7	-9	1	-1.4
62	COc1ccc(OC)c(-n2cnc3cc(C(=O)NCCCN4CCOCC4)ccc32)c1	1	4%	2	-15	5	-0.4	-22	-10	0.1
63	Cc1cc(Cl)ccc1OCC(=O)N1CC(C)CC(C)C1 (centres undefined)	3	5%	-16	40	-20	0.5	6	-12	-1.9
64	Cc1nn(C)c(C)c1S(=O)(=O)N1CCC(C(=O)NC2CCCc3ccccc32)CC1 (centres undefined)	5	4%	3	-11	-7	-0.3	-2	-2	-0.8
65	COC(=O)Nc1nc(C)c(C(=O)N(C)C)s1	-3	3%	3	-18	-10	-0.6	2	-2	19*
66	CN(C)S(=O)(=O)c1ccc2c(c1)c(=O)c(C(=O)N1CCN(c3ccccn3)CC1)cn2C	6	2%	19	-5	-8	0.2	-3	-3	-2.3
67	CCOc1ccc(NC(=O)CN2C(=O)C3CC=CCC3C2=O)cc1 (centres undefined)	1	2%	21	-6	28	-1.1	0	12	0.1
68	COc1cccc(OCc2nnc(SCC(=O)OC3CCCCC3)n2C)c1	-2	6%	-20	7	5	0.8	7	-4	0.3
69	CC(=O)C(C(C)=O)C(NC(=O)c1cccnc1)(C(F)(F)F)C(F)(F)F	-2	5%	-14	-18	-14	0.0	-1	3	-4.8
70	COc1ccc2oc(=O)c(C(=O)NCC3CCCO3)cc2c1 (centres undefined)	-109[fluorescence artefact?]	8%[fluoresces]	0	3	1	0.3	4	4	-0.4
